# Compound activity as filed in PubChem.
# TbHK1 inh = Trypanosoma brucei hexokinase 1 inhibitors, primary screen, biochemical, G6PDH-coupled NADH absorbance, MLSCN library | inhibition, % at 10 µM | AID 1430, 2008 | recombinant TbHK1, G6PDH-coupled NADH A340 | 220,000 tested, 0.11% active;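 active means inhibition of 50% or more in the single-dose primary screen; inactive means inhibition below 50%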
# TRPN1 ag = zebrafish TRPN1 channel agonists, primary screen, cell-based, HEK293, calcium fluorescence. transient receptor potential cation channel N1 (TRPN1/NompC), Danio rerio. HEK293 zebrafish TRPN1-YFP, Fluo-8 calcium fluorescence; 100% = response to 87 µM carbachol. activation, % at 3 µM. 220,000 tested, 0.18% active. AID 1424, 2008;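 active means activation above its plate's cutoff, the mean activation of test wells on that plate plus 3 SD, cut at about 19% in these data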;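 further: 0% = DMSO alone and 100% = 87 µM carbachol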
#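 System: zebrafish TRPN1-YFP in HEK293 cells / Dosing: 3 µM single point / Timing: dye loading 1 h at 37 °C, then 30 min room temperature / Signal: Fluo-8 calcium fluorescence, excitation 470-495 nm, emission 515-575 nm / Read-out basis: percent activation from peak over basal fluorescence ratio, control-normalized / Control set: high carbachol 87 µM, low DMSO alone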
# TRPML3 agonist = human TRPML3 channel agonists, primary screen, cell-based, HEK293 TRPML3-YFP, Fluo-8 calcium fluorescence, 3 µM; Mucolipin-3 (Homo sapiens), Q8TDD5; 100% = the carbachol control signal; activation, % at 3 µM; 220,000 tested, 0.29% active; AID 1448, 2008;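 active means activation above its plate's cutoff, the mean activation of the plate's test wells plus 3 SD, cut at about 12% in these data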;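 further: 0% = DMSO only wells and 100% = carbachol wells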
#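 Test system: HEK293 cells stably carrying human TRPML3-YFP; Doses: single dose, 3 µM final nominal compound, 0.3% DMSO final; Schedule: dye loading 1 h 37 °C then 30 min ambient, 125 s read; Technique: Fluo-8 calcium fluorescence; Benchmarks: high control carbachol 87 µM, low control DMSO.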
# Cl transport mod = KCC2 cotransporter modulators, thallium flux, primary screen, cell-based, HEK293 KCC2, FluoZin-2 fluorescence, MLSMR | Solute carrier family 12 member 5 (Homo sapiens), Q9H2X9 | KCC2 cells, thallium flux FluoZin-2 fluorescence | B-score of Tl+ flux slope (higher = more flux/activation; lower = inhibition) at 10 µM | 190,000 tested, 2.2% active | AID 1456, 2008;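 active means thallium flux slope and its plate-corrected score both differing from the plate sample mean at a set confidence after two filtering rounds, in either direction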;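 further: slope of fluorescence scaled to starting intensity during 10 to 20 s after thallium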
# Target sequence (Q9H2X9 whole entry, looked up): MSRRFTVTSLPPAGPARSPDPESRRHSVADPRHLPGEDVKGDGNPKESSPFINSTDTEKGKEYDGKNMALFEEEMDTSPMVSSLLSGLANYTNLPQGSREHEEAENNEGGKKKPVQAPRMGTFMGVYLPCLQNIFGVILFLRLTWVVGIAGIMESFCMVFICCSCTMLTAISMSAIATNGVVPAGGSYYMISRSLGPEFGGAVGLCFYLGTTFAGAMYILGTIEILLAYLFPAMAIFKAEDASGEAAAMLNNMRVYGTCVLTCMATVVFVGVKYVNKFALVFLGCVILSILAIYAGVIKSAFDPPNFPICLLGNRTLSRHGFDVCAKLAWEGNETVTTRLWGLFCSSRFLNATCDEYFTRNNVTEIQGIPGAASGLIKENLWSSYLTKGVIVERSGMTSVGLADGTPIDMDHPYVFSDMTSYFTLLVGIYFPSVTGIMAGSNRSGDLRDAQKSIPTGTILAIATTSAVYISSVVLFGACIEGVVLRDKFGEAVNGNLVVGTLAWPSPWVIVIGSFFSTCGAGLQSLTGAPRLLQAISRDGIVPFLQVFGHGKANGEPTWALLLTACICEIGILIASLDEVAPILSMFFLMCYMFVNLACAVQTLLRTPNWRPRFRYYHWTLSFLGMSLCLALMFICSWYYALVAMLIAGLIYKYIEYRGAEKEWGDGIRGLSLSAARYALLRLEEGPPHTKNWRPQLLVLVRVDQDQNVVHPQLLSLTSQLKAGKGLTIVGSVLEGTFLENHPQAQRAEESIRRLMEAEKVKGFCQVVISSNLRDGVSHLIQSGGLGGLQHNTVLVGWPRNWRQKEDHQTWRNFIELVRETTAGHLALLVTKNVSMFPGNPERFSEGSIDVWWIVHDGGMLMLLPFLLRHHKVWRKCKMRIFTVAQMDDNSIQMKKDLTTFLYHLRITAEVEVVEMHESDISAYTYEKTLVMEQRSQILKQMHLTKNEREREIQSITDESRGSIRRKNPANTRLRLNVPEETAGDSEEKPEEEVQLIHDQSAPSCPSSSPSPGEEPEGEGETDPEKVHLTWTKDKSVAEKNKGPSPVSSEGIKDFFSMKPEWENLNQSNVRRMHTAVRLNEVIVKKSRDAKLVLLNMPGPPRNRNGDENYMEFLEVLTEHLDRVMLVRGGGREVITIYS
# PPC-1+TRAIL kill = compounds killing PPC-1 cancer cells with TRAIL present, primary screen, TRAIL potentiator project, ATPLite luminescence, uHTS; PPC-1 cells + TRAIL, ATPLite viability luminescence; cell killing (% activity), % at 4 µM; 220,000 tested, 0.41% active;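 active means cell killing above 50% in the first pass at 4 µM, then a duplicate retest at 5 µM averaging 50% or more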;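 further: plate controls were cells with TRAIL plus DMSO for no effect and medium-only wells lacking cells for full effect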
# Calpain2 inh = inhibitors of pig calpain II, primary screen, biochemical, fluorogenic peptide substrate, 1536-well; AID 1236, 2008; inhibition, % at 16 µM; 220,000 tested, 0.37% active; purified calpain II, 30 min;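 active means inhibition above about 50%, limit read from the data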
# EBV gp42 inh = Epstein-Barr virus gp42 inhibitors, primary screen, biochemical, uHTS, fluorescence polarization | 220,000 tested, 0.42% active | Fluorescence polarization binding assay, mP read-out | inhibition, % (tested at 21.74 µM) | Glycoprotein 42 (Epstein-Barr virus (strain AG876)), Q1HVG2 | AID 1085, 2008; in the data active means inhibition above about 50%
# thrombin 1536 = human alpha-thrombin inhibitors, primary screen, counter-screen for coagulation protease inhibitor project, biochemical, 1536-well, fluorogenic AMC substrate. AID 1046, 2008. 220,000 tested, 0.26% active. inhibition, % at 5 µM. Boc-VPR-AMC fluorogenic substrate cleavage. Prothrombin (Homo sapiens), P00734;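 active means inhibition at or above 40%; inactive means inhibition below 40%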;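 further: 0% = enzyme with no compound and 100% = wells without enzyme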
#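 Assay system: human alpha-thrombin enzyme. Reagent: Boc-VPR-AMC substrate, 15 µM final. Compound dosing: one concentration per compound, 5 µM, with 0.2% DMSO. Incubation: room-temperature reaction. Technique: AMC fluorescence, 355/460 nm. Measure: % inhibition relative to enzyme controls and enzyme-free blanks.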
# Furin inh = human furin inhibitors, primary screen, biochemical, fluorescence intensity. P09958. purified furin, fluorogenic substrate cleavage. inhibition, % at 30 µM. 220,000 tested, 0.061% active; in the data active means inhibition above about 25%; further: inactives centre near -15
# * marks the source's active call; other numbers are inactive results; / = no result given; & = joins results of further samples; [ ] = another dose, or the depositor's remark. Rows were taken by chance; about 3.6% have a hit in one of these screens.
SMILES,TbHK1 inh,TRPN1 ag,TRPML3 agonist,Cl transport mod,PPC-1+TRAIL kill,Calpain2 inh,EBV gp42 inh,thrombin 1536,Furin inh
COc1cc(OC)c(C2Oc3nc(SC)nnc3-c3ccccc3N2C(C)=O)cc1OC (stereo not drawn),-16,0.3,0.9,0.039,4,-6,-9,-5,-17
CCCSc1nc(SCC(=O)NCc2ccccc2)c2c3c(sc2n1)COC(C)(C)C3,5,0.8,0.3,-0.44,1,-5,-9,6,-5[20 µM]
Cc1cc2c(=O)n(CC(=O)N3CCN(c4ccc(F)cc4)CC3)cnc2s1,13,-2.1,-1.1,0.5,6,-6,0,2,-17
COc1cc(C(=O)NCCN2C(=O)S/C(=C\c3cccs3)C2=O)cc(OC)c1OC,-29,0.2,0.2,-1.2,3,-36,-6,-4,-8
CCOc1ccc(S(=O)(=O)NCCN2CCOCC2)c2ccccc12,2,-0.1,0.1,-0.035,4,5,-21,-4,-7
CC(C)C(NS(=O)(=O)c1cccc(C(F)(F)F)c1)C(=O)O (stereo not drawn),-2,1.5,0.5,0.27,-12,-13,-18,2,-17
CC1CCCCN1S(=O)(=O)c1coc(C(N)=O)c1 (stereo not drawn),-3,0.5,0.2,-0.62,12,10,-9,18,-9
Cc1cc(=O)oc2c1ccc1oc(/C(=N/O)c3ccccc3)c(C)c12,-8,-1.1,-0.8,0.026,11,-6,8,-4,-14[20 µM]
COCCNC(=O)c1cc(Br)ccc1Cl,3,-0.4,0.3,-4.5*,5,-8,-26,-2,-9[20 µM]
CCOC(=O)/C(=N\Nc1ccccc1[N+](=O)[O-])c1csc(N)n1,2,0.1,0.4,-1,-4,22,-2,2,-10
O=C(OCC(=O)N1CCN(C(=O)c2ccco2)CC1)c1ccc(S(=O)(=O)N2CCCCC2)cc1,-2,4.5,0.0,0.33,25,-19,-8,0,-5
Cc1snc(SCC(=O)N/N=C(\N)COc2ccc(F)cc2)c1C#N,-3,-0.7,-0.1,-0.013,7,-17,-2,1,-10[20 µM]
COc1ccc(-n2cnnc2SCC(=O)Nc2cccc(S(=O)(=O)N3CCCCC3)c2)cc1,-4,-1.5,0.1,-3.5,17,-26,-8,-3,-20
O=C(Nc1ccc(F)cc1F)N1CCN(CCc2ccccc2)CC1,-4,1.2,1.6,-0.27,0,-16,-5,0,-25
CC12CCC(C(=O)O)(C/C1=N\O)C2(C)C (stereo not drawn),6&-1,1.7&0.1,0.6&1.1,-0.037&-0.027,-8&25,-38&-17,-2&-9,-5&1,-22
COc1ccc(C(=O)Nc2ccc(S(=O)(=O)NC(C)(C)C)cc2)cc1[N+](=O)[O-],3,3.7,1.1,0.0045,12,54*,-4,-3,-10
O=C(CCc1nnc(CCCCc2ccccc2)o1)NCCC1CCCCO1 (stereo not drawn),-6,-2.1,-0.5,-0.89,8,8,-8,-2,4
CC(NS(=O)(=O)c1ccc(CCC(=O)NCC2CCCO2)cc1)c1ccccc1 (stereo not drawn),2,-2.2,0.2,-1.2,22,2,-19,-5,-6[20 µM]
O=c1[nH]c(Nc2ccc3c(c2)OCCO3)nnc1Cc1ccc(Cl)cc1,0,0.3,-1.8,-0.043,-8,-12,-11,6,-8
COC(=O)CCC(=O)Nc1cccc2ccccc12,0,0.2,0.6,-0.013,2,-23,-6,-2,-14[20 µM]
O=C(C1=C(O)C(=O)N(Cc2ccco2)C1c1cccnc1)c1cc2ccccc2o1 (stereo not drawn),-16,0.4,-0.2,-0.39,26,-15,-2,-9,-23[20 µM]
O=C(CSc1nnc(-c2ccccc2F)o1)OCc1ccccc1,7,-1.3,-0.9,-2.7,-6,2,-8,0,-19[20 µM]
CCOC(=O)C(Cc1ccccc1)c1ccnc2nc(N)nn12 (stereo not drawn),-14,-0.3,1.0,-1.8,12,-87,1,-7,-26
CCCCCOC(=O)CCN1C(=O)/C(=C2\SC(=S)N(CCC(=O)OCCCCC)C2=O)SC1=S,30,0.8,0.6,1.2,-5,7,-16,-3,-1
CCCCn1c(SCC(=O)Nc2ccc3c(c2)CCC3)nc2ccccc2c1=O,23,0.0,1.1,9*,-9,-1,-5,-9,-20
O=C(N/N=C/c1ccc(O)cc1O)c1ccc(CN2C(=O)c3cccc4cccc2c34)cc1,-17,-0.6,0.7,-1.1,40,-188,11,-7,-9
CCc1cc(-c2n[nH]c(=S)n2CC)cs1,17,-0.1,0.5,0.18,37,-8,-6,0,-21
COC(=O)CSc1nnc(-c2ccccn2)n1Cc1ccco1,-1,1.0,0.8,/,24,-8,5,1,-10[20 µM]
N#Cc1cc2ccccc2nc1SCc1cccnc1,-3,0.8,-0.5,-0.013,11,-10,4,-5,1
Cc1nc(CN(C)C(=O)c2ccccc2OC2CCN(S(C)(=O)=O)CC2)cs1,-2,0.4,0.3,0.34,4,-4,-5,2,-7
CCOC(=O)c1c(C)oc2cc(Cl)c(O)c(CN(C)C)c12,-8,-1.4,0.3,-0.87,18,13,5,-5,-16
COc1cc(/C=N/NC(=O)c2ccc(COc3ccccc3Cl)o2)cc(Br)c1O,-21,1.5,0.5,-2.1,10,-29,-7,-2,-20
CNS(=O)(=O)c1ccc(NC(=O)c2ccc(Cl)cc2Cl)cc1,5,-0.1,-0.5,/,15,22,-16,2,-8
Nc1nc(-c2ccccc2)nn1C(=O)c1ccco1,3,0.5,0.4,-0.45,-5,-29,16,21,-19
Cc1ccc(CSc2nnc(-c3ccncc3)o2)c(C)c1,1,0.0,-0.2,-0.05,-12,-5,-5,-5,-28
O=C(CSc1nnc(-c2ccc(C(F)(F)F)cn2)s1)c1ccccc1,-12,1.4,0.3,0.16,-4,4,-10,-5,-13
CC(C)OC(=O)c1cc(=O)[nH]c2ccccc12,-11,-0.6,-0.4,-0.51,14,-64,-9,1,-20
CCc1ccc2c(c1)C(=O)C(=O)N2CC(=O)Nc1ccc(NC(=O)c2ccccn2)cc1,-16,-0.2,-0.4,0.32,8,-119,-10,-1,-22
Cc1nc(N)ncc1Sc1ccccc1,-2,0.3,0.8,-0.25,-4,-15,3,3,-7
Cc1ccc2nc(NC(=O)COC(=O)c3ccccn3)sc2c1,0,1.2,1.1,-0.54,16,22,3,-17,-14
Cc1ccc(S(=O)(=O)N2CCCC2C(=O)OCc2nc3ccccc3s2)cc1 (stereo not drawn),1,0.4,0.4,-2.6,33,13,-4,-2,-16[20 µM]
COc1ccc(-c2c[n+]3c(n2-c2ccc(C)cc2)CCCCC3)cc1,4,1.3,0.7,1.1,1,-23,-2,3,-23
CCN1CCN(C(=S)c2ccc(OCC(=O)N3CCOCC3)cc2)CC1,0,1.4,1.3,0.92,4,-9,-23,4,-18[20 µM]
CCOC(=O)C1CCCN(C(=O)c2ccc(Cl)c(S(=O)(=O)N3CCCCCC3)c2)C1 (stereo not drawn),-10,6.6,3.7,0.069,-6,2,-5,-7,-30
CCC(=O)Nc1cccc(C(=O)c2ccc(C)c(C)c2)c1,-2,-0.2,-0.5,0.57,0,-6,2,1,-20
CC(C)CCNC(=O)c1nnc(Cc2ccc(Cl)cc2)o1,-4,-0.3,-0.6,0.59,-6,-4,-27,3,-12
COc1ccc(OC)c(NC(=O)CSCc2cnn(-c3ccccc3)c2-n2cccc2)c1,1,-2.2,-1.7,-0.33,-4,11,-13,3,-6
COc1cc(/C=N/NC(=O)Cc2ccc(Br)cc2)cc(OC)c1O,-5,0.3,0.0,0.058,14,-49,-10,-10,-28
CC(C)CNC(=O)CSc1nc2nn(-c3ccccc3)c(=O)c-2c2n1CCCCC2,-1,-0.5,0.2,0.62,-5,-2,-1,25,-12
Cn1c(=O)c2c(nc(NCCCO)n2Cc2cccc(C(F)(F)F)c2)n(C)c1=O,14,0.7,0.5,0.48,-5,6,-6,2,-22[20 µM]

# Gathered by group: those above containing a Cl atom.
SMILES,TbHK1 inh,TRPN1 ag,TRPML3 agonist,Cl transport mod,PPC-1+TRAIL kill,Calpain2 inh,EBV gp42 inh,thrombin 1536,Furin inh
COCCNC(=O)c1cc(Br)ccc1Cl,3,-0.4,0.3,-4.5*,5,-8,-26,-2,-9[20 µM]
O=c1[nH]c(Nc2ccc3c(c2)OCCO3)nnc1Cc1ccc(Cl)cc1,0,0.3,-1.8,-0.043,-8,-12,-11,6,-8
CCOC(=O)c1c(C)oc2cc(Cl)c(O)c(CN(C)C)c12,-8,-1.4,0.3,-0.87,18,13,5,-5,-16
COc1cc(/C=N/NC(=O)c2ccc(COc3ccccc3Cl)o2)cc(Br)c1O,-21,1.5,0.5,-2.1,10,-29,-7,-2,-20
CNS(=O)(=O)c1ccc(NC(=O)c2ccc(Cl)cc2Cl)cc1,5,-0.1,-0.5,/,15,22,-16,2,-8
CCOC(=O)C1CCCN(C(=O)c2ccc(Cl)c(S(=O)(=O)N3CCCCCC3)c2)C1 (stereo not drawn),-10,6.6,3.7,0.069,-6,2,-5,-7,-30
CC(C)CCNC(=O)c1nnc(Cc2ccc(Cl)cc2)o1,-4,-0.3,-0.6,0.59,-6,-4,-27,3,-12

# (list continues)
SMILES,TbHK1 inh,TRPN1 ag,TRPML3 agonist,Cl transport mod,PPC-1+TRAIL kill,Calpain2 inh,EBV gp42 inh,thrombin 1536,Furin inh
Cc1ccc2c(CC(=O)OCc3cc(=O)n4c(n3)sc3ccccc34)coc2c1,3,0.1,0.5,/,8,-46,-6,4,-20
NC(=S)NNC(=O)Nc1ccc(Cl)c(Cl)c1,33,0.8,0.4,0.95,16,14,-28,4,0
COc1cc(OC)nc(NC(C)=O)n1,-3,-0.9,0.1,0.07,13,-9,8,-4,-13[20 µM]
COc1ccc(-c2nnc(SC(C(=O)c3c[nH]c4ccccc34)c3ccccc3)n2N)cc1OC (stereo not drawn),-7,0.9,1.2,-1.3,34,-17,2,-8,-5

# Three records drawn at random from the list so far:
SMILES,TbHK1 inh,TRPN1 ag,TRPML3 agonist,Cl transport mod,PPC-1+TRAIL kill,Calpain2 inh,EBV gp42 inh,thrombin 1536,Furin inh
Cc1ccc2c(CC(=O)OCc3cc(=O)n4c(n3)sc3ccccc34)coc2c1,3,0.1,0.5,/,8,-46,-6,4,-20
COc1cc(OC)nc(NC(C)=O)n1,-3,-0.9,0.1,0.07,13,-9,8,-4,-13[20 µM]
NC(=S)NNC(=O)Nc1ccc(Cl)c(Cl)c1,33,0.8,0.4,0.95,16,14,-28,4,0
